Mito fusion yeast = mitochondrial division inhibition or fusion activation | Potency, µM (highest dose often 46.1 µM), for inactives: top-dose growth rescue (activation), hits mostly activators | AID 485298 | S. cerevisiae fusion-defective mutant growth rescue, CellTiterGlo 48 h | actives 0.23% (n = 320,000);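 note: potency is the fitted concentration of half-maximal effect; % of control where 0% means no effect; nearly all actives have a fitted effect of over 45% in size; temperature-sensitive fusion mutants such as fzo1-1 at 37 °C on non-fermentable ethanol glycerol medium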
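Temperature-sensitive fusion-defective S. cerevisiae (e.g. fzo1-1, mgm1-5) were grown with compound in YPEG medium (3% ethanol, 3% glycerol) for 48 hours at 37C. Growth rescue was measured as viability by CellTiterGlo luminescence after 10 minutes at ambient.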
ELG1 repair inh = blocks ELG1-dependent DNA repair in HEK293T cells; HEK293T ELG1-luciferase reporter, luminescence, 16 h; DNA damage induced by 5-fluorouridine; Potency, µM (top dose mostly 46.1 µM), inactives show at the highest dose activity change, negative = inhibition, usual class: inhibitors; actives 2.3% (n = 330,000); AID 504467; note: potency is the fitted concentration of half-maximal effect; % is set by controls: 0 for no effect and ±100 for the full control effect; nearly all actives have a fitted effect of over 55% in size
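5-Fluorouridine DNA damage + compound/DMSO, 2,000 cells/well, 16 h, 37 °C/5% CO2. ONE-Glo, 30 min RT, luminescence. Readout = decrease in reporter signal.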
NPC1 prom act = NPC1 promoter activation | Huh7 NPC1 promoter luciferase reporter, 24 h | Potency, µM (top dose mostly 9.22 µM), inactives show top-dose activation, usual class: activators | actives 2.4% (n = 320,000);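 note: potency is the fitted concentration of half-maximal effect; % of control where 0% means no effect; nearly all actives have a fitted effect of over 60% in size; reporter is driven by a mutant NPC1 promoter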
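Stable NPC1-promoter luciferase Huh7 line; cpd (DMSO) 24 h, 37 °C, 5% CO2; Amplite luciferase reagent 10 min RT; luminescence readout. qHTS format.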
Rab9 prom act = Rab9 promoter activation. Huh7 Rab9 promoter-luciferase reporter, luminescence, 24 h. Potency, µM (titrated, usually from 9.22 µM), for the others: at the highest dose activation, negative = inhibition, most hits filed as activators. actives 2.8% (n = 320,000). AID 485297; note: potency is the fitted concentration of half-maximal effect; % of control where 0% means no effect; nearly all actives have a fitted effect of over 60% in size
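Luminescence from Amplite-detected luciferase (10 minutes, ambient) reports Rab9 promoter activation. Before that, stable Rab9-luciferase Huh7 cells (1500/well, reduced-serum OP-MEM I plus 10% FBS) were exposed to compound for 24 hours at 37C.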
MBNL1-CUG inh = blocks human MBNL1 binding to CUG repeat RNA; Q9NR56; TR-FRET MBNL1-His/biotin-(CUG)12 binding, 665/545 ratio; Potency, µM (doses to about 57.5 µM), for inactives: top-dose activity change, negative = inhibition, hits mostly inhibitors; actives 0.036% (n = 280,000); AID 2675; active = well fitted inhibition curve with a large enough effect in the signal ratio, with a control signal flat, not every such curve was filed as active; inconclusive = small, poorly fitted or top-dose-only effect, or effect the other way, or a change in a side signal; inactive = no such curve, though single readings can be large or run the other way; the % refers to the signal ratio; note: potency is the fitted concentration of half-maximal effect; % is set by controls: 0 for no effect and ±100 for the full control effect
Target sequence (Q9NR56 whole entry, looked up): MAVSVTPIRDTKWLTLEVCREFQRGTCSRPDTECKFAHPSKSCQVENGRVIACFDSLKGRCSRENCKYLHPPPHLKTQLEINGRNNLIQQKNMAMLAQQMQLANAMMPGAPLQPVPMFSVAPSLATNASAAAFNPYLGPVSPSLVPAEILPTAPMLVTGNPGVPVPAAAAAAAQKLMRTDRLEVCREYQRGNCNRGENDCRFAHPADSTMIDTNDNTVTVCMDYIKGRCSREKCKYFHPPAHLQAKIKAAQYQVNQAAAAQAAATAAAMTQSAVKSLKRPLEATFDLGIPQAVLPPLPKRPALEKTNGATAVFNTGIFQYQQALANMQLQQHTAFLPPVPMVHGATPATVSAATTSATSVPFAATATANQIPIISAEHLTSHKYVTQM
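MBNL1-His + Biotin-(CUG)12, cpd titration 92 nM–58 uM; Tb anti-His Ab 0.055 ng/ul, SA-XL665 5 nM (final); 60 min RT; ratiometric 665/545 nm, Ex 340 nm; normalized to buffer and full-complex controls.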
Menin MLL FP TR = menin-MLL binding inhibition, Texas Red mutant peptide; O00255; Menin + Texas Red MLL mutant peptide, fluorescence polarization; Potency, µM (doses to about 61.6 µM), for the others: top-dose FP activity change, negative = inhibition, actives largely listed as inhibitors; actives 0.23% (n = 270,000); active = well fitted inhibition curve with a large enough effect in the polarisation, with a control signal flat, not every such curve was filed as active; inconclusive = small, poorly fitted or top-dose-only effect, or effect the other way, or a change in a side signal; inactive = no such curve, though single readings can be large or run the other way; the % refers to the polarisation; note: potency is the fitted concentration of half-maximal effect; % of control where 0% means no effect; many of its hits are not listed in these tables
RORg inh = blocks mouse ROR gamma transcriptional activity | P51450 | Drosophila S2 Gal4-RORgamma UAS-luciferase reporter, 20 h | Potency, µM (top dose mostly 53.6 µM), for inactives: at the top dose activity change, negative = inhibition, actives largely listed as inhibitors | actives 5.4% (n = 310,000) | AID 2551; note: potency is the fitted concentration of half-maximal effect; % is set by controls: 0 for no effect and ±100 for the full control effect; nearly all actives have a fitted effect of over 60% in size
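ROR gamma transcriptional activity was tracked as Gal4-UAS luciferase output in stably transfected Drosophila Schneider cells, with compound added 1 hr before 700 uM copper sulfate induction and a 20 hr ambient-temperature incubation.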
Gal4-VP16 FLuc = Gal4-VP16 reporter inhibition counter-screen; Drosophila S2 Gal4-VP16 UAS-luciferase, luminescence, 20 h; Potency, µM (titrated, usually from 53.6 µM), inactives show at the highest dose activity, negative = inhibition, actives largely listed as inhibitors; actives 3.5% (n = 310,000); AID 2546;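 note: Gal4-VP16 expression switched on by copper sulfate through the metallothionein promoter; potency is the fitted concentration of half-maximal effect; % is set by controls: 0 for no effect and ±100 for the full control effect; nearly all actives have a fitted effect of over 50% in size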
KCNH2 3.1 block = inhibitors of human KCNH2 3.1 potassium channel isoform; actives 0.95% (n = 340,000); AID 720553; activity change, % (tested at about 1.8 µM); U2OS KCNH2 3.1, thallium flux FluxOr; hits give low values;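 active = maximum activity change below -70%; inconclusive = maximum activity change from -70% to -50%; inactive = maximum activity change above -50%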;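 note: thallium influx rate constant from kinetic fluorescence after stimulation buffer; % is set by controls: 0 for no effect and ±100 for the full control effect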
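FluxOr-based Tl+ influx in U2OS cells transduced with KCNH2 3.1 virus; rate constants normalized to DMSO controls.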
FLuc modulator = inhibits or activates purified firefly luciferase, miR-21 counter-screen | actives 6.9% (n = 360,000) | AID 588342 | purified FLuc, Km substrates, luminescence inhibition | Potency, µM (doses to about 57.5 µM), for the others: top-dose activity change, negative = inhibition, hits mostly inhibitors;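 note: potency is the fitted concentration of half-maximal effect; plate controls were vehicle for no effect and reference inhibitor for full effect; nearly all actives have a fitted effect of over 55% in size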
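Purified P. pyralis luciferase, 10 nM final, with Km-level 10 uM D-luciferin and 10 uM ATP in 50 mM Tris acetate pH 7.5, 10 mM Mg acetate, 0.01% Tween-20, 0.05% BSA; 6-point qHTS titration about 60 µM downward; luminescence read.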
PKM2 act = PKM2 (human) enzyme activation | AID 1631 | purified PKM2, Kinase-Glo ATP luminescence, activation; response scale: 0% is enzyme alone, no compound | P14618 | actives 0.34% (n = 260,000) | Potency, µM (highest dose often 57.5 µM), inactives show top-dose activation, usual class: activators; note: potency is the fitted concentration of half-maximal effect; % is set by controls: 0 for no effect and ±100 for the full control effect; nearly all actives have a fitted effect of over 55% in size
Target sequence (P14618 whole entry, looked up): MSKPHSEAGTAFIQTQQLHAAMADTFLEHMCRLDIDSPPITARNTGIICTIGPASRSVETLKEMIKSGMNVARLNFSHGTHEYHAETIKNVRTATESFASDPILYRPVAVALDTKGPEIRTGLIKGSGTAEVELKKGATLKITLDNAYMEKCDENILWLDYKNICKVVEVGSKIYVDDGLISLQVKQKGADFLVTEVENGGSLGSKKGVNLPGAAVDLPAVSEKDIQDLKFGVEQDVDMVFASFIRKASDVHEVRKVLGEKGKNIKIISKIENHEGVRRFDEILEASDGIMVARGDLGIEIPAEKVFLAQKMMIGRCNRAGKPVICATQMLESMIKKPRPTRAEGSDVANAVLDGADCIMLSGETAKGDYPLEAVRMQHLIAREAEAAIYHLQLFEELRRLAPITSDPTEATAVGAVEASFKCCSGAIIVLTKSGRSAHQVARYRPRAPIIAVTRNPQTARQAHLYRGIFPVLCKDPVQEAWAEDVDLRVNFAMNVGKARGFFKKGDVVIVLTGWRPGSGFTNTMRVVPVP
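Purified hPK-M2 (>95% pure) converted ADP (0.1 mM final) to ATP with 0.5 mM PEP in 50 mM imidazole pH7.2, KCl, MgCl2, Tween 20, BSA; 1 h at room temperature. ATP detected by Kinase-Glo luminescence.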
* hit, by the source's call; ? = inconclusive; . = no result given; [ ] = remark or other dose. Unless noted, calls come from the whole dose curve; as a rule, active = well fitted curve in the direction sought with a large enough effect; inconclusive = small, poorly fitted or top-dose-only effect, or another doubt; inactive = no such curve, though single readings can be large; an effect the other way counts as inactive or inconclusive. The list is partial (hit frequency here may not be typical).

Structure	Mito fusion yeast	ELG1 repair inh	NPC1 prom act	Rab9 prom act	MBNL1-CUG inh	Menin MLL FP TR	RORg inh	Gal4-VP16 FLuc	KCNH2 3.1 block	FLuc modulator	PKM2 act
O=C(CNS(=O)(=O)c1ccc(Br)cc1)NC1CCCC1	-2%	1%	1%	1%	-4%	-1%	-25%	-1%	3	0%	1%
CCc1ccc(NC(=O)CCN2C(=O)c3cccnc3C2=O)cc1	0%	7%	-5%	0%	?	15%	-7%	1%	1	-2%	-4%
CCS(=O)(=O)N1Cc2ccccc2CC1C(=O)N(C)CC(=O)Nc1ccc(F)c(F)c1F (stereo unspecified)	1%	6%	-2%	-2%	.	.	.	.	-4	3%	.
Cc1c(C(=O)NCCN2CCOCC2)oc2ccccc12	-5%	?	8%	-4%	11%	-22%	9%	5%	-3	-2%	1%
O=[N+]([O-])c1ccc(Sc2cccc3cccnc23)cc1	6%	?	13%	22%	?	4%	33%	-17%	-3	?	3%
CCOc1ccc2[nH]c(=O)c(CN(CCc3ccccc3)C(=O)N3CCOCC3)cc2c1	8%	-24%	3%	-6%	-11%	7%	-7%	-7%	-7	-12%	-12%
COc1ccc(S(=O)(=O)N2CCN=C2SCc2cccc(F)c2)cc1	-9%	-8%	1%	-6%	1%	.	4%	0%	-40	6%	0%
O=C(/C=C/c1ccccc1Cl)N(c1ccccn1)C1CCCCC1	?	?	-2%	-3%	2%	0%	5%	-2%	5	1%	1%
CC/C(=N\Nc1ccnc2cc(Cl)ccc12)c1ccc(O)cc1	-23%	-4%	-3%	-1%	5%	?	4%	-3%	-9	?	.
COc1ccccc1N(CC(=O)NC(C)(C)C)C(=O)Cn1nnc(-c2ccc(C)o2)n1	-3%	1%	0%	-3%	-2%	8%	-27%	-6%	3	-5%	?
CC1CN(c2ccc(S(=O)(=O)N3CCOCC3)cn2)CC(C)O1 (stereo unspecified)	-2%	25%	-3%	-1%	-9%	12%	-7%	-5%	4	2%	1%
Brc1cccc(Cn2c(-c3cncs3)nc3ccccc32)c1	?	3%	-2%	-2%	-13%	5%	8.9µM*	8.9µM*	-1	?	9%
COc1ccccc1C1(CC(=O)N2CCOCC2)CCOC(C(C)C)C1 (stereo unspecified)	1%	-5%	0%	1%[1.84 µM]	-11%	-7%	0%	0%	13	-2%	-1%
NCCOc1cnn(-c2ccccc2Cl)c(=O)c1Cl	-28%	-6%	-7%	-7%	-12%[11.5 µM]	-1%	-3%	-3%	-8	2%	6%
COc1c(N2CCN(C(=S)NCc3ccccc3)C(C)C2)c(F)cc2c(=O)c(C(=O)O)cn(C3CC3)c12 (stereo unspecified)	-2%	-24%	-4%	-5%	-5%	9%	?	5%	-4	2%	6%

Structure	Mito fusion yeast	ELG1 repair inh	NPC1 prom act	Rab9 prom act	MBNL1-CUG inh	Menin MLL FP TR	RORg inh	Gal4-VP16 FLuc	KCNH2 3.1 block	FLuc modulator	PKM2 act
O=C(CCCN=C1NS(=O)(=O)c2ccccc21)OCc1cc([N+](=O)[O-])cc2c1OCOC2	-4%	-4%	-5%	2%	10%	15%	25%	5%	-8	0%	1%
CC(C)c1c(C(=O)N/N=C/c2ccco2)nnn1-c1nonc1N	0%	18%	-2%	1%	?	.	-24%	5%	2	-3%	.
Cc1cc(C)n(-c2nc3c(c(=O)[nH]c(=O)n3C)n2CC(O)COc2ccccc2C)n1 (stereo unspecified)	5%	-10%	1%	-8%	-2%	2%	31%	-9%	1	4%	1%
CCOC(=O)c1cccc(C2=CC(=O)C[C@H](c3ccc(Cl)cc3)C2)c1	?	?	-1%	1%	.	.	.	.	-26	1%	.
Cc1ccc(S(=O)(=O)N2CCC(=O)N(CCOCc3ccccc3C)CC2)cc1	3%	3%	-3%	-2%	-7%	-2%	8%	3%	-14	3%	13%
CCN(CC(=O)Nc1c(F)cccc1F)C(=O)c1cc(C)nc2ccccc12	-4%	2%	-2%	6%	.	.	.	.	5	0%	.
COc1ccc2cc3cc(C(=O)NCC4CCCO4)oc3nc2c1 (stereo unspecified)	-8%	-19%	2%	-3%	?	-24%	27%	-2%	-9	-8%	1%
Cc1nn(C)c(C)c1S(=O)(=O)NCc1cccs1	2%	8%	3%	-7%	-1%	-1%	-8%	-2%	-7	2%	1%
CCOc1cc(N2CCOCC2)c(OCC)cc1NC(=O)c1ccccc1C	6%	-22%	-5%	0%	3%	?	-4%	10%	?	0%	1%
CC(NS(=O)(=O)c1cccc(Cl)c1)C(=O)N(C)C1CCN(C)CC1 (stereo unspecified)	1%	25%	-4%	-4%	-6%	6%	-10%	1%	2	-1%	1%
COc1ccc(S(=O)(=O)N2CCN(Cc3cccc(Cl)c3)CC2)cc1	23%	-20%	1%	-3%	2%	14%	12%	6%	16	11%[2.3 µM]	4%
COc1ccc(CNC(=O)C(=O)NCC2CCCN2S(=O)(=O)c2cccs2)cc1 (stereo unspecified)	0%	0%	0%	-2%	.	.	.	.	6	2%	.
CCOC(=O)c1c(C)[nH]c(C(=O)COC(=O)CCC2CCCC2)c1C	5%	8%	-2%	-5%	-5%	.	-14%	-4%	-8	2%	-4%
Cc1ccc(NC(=O)CN(C)Cc2ccc(Cl)cc2)cc1	22%	6%	-9%	1%	-5%	0%	27%	2%	-1	1%	-1%
COc1cc(C(=O)OCC(=O)N2c3ccccc3NC(=O)C2(C)C)ccc1OCC(C)C	8%	?	0%	-1%	.	.	.	.	10	-3%	.

Structure	Mito fusion yeast	ELG1 repair inh	NPC1 prom act	Rab9 prom act	MBNL1-CUG inh	Menin MLL FP TR	RORg inh	Gal4-VP16 FLuc	KCNH2 3.1 block	FLuc modulator	PKM2 act
O=C(CN1C(=O)C2C3C=CC(C3)C2C1=O)Nc1ccc(S(=O)(=O)Nc2nccs2)cc1 (stereo unspecified)	2%	-5%	0%	-3%	-12%	.	-22%	-4%	8	4%	-5%
Cc1sc2ncnc(OCC(=O)c3ccc(S(=O)(=O)N4CCCC4)cc3)c2c1C	12%	?	2%	2%	7%	-3%	?	-2%	9	6%	2%
CC(=O)c1ccc(N2CCN(C(=O)c3ccc4c(Cl)c5c(nc4c3)CCCC5)CC2)cc1	2%	12%	1%	-1%	1%	?	-5%	-1%	.	0%	2%
O=C(COC(=O)CSc1ccc2ccccc2c1Br)NC1CC1	-9%	-3%	-3%	4%	16%	5%	-21%	-11%	-17	?	6%
COc1ccccc1C(=O)N/C(=C\c1ccccc1)C(=O)NC(Cc1ccccc1)C(=O)O (stereo unspecified)	9%	1%	-3%	-2%	3%	-25%	16%	-4%	-2	-2%	-2%
CCOc1ncccc1C(=O)OCC(=O)Nc1cccc(S(N)(=O)=O)c1	-1%	9%	-1%	3%	-8%	-3%	-6%	-5%	14	1%	1%
CC(C)(C)c1cc(=O)n(-c2ccccc2)[nH]1	.	?	2%	8%	?	1%	9%	-14%	.	0%	-13%
O=C(NCc1ccco1)[C@@H]1CSC2c3ccccc3C(=O)N21 (stereo partly specified)	-3%	2%	-5%	-3%	0%	-17%	?	2%	-1	0%	19%
COc1cccc(C(=O)N(C)C(C)c2nc3ccccc3s2)c1 (stereo unspecified)	14%	-7%	-1%	0%	1%	-14%	-3%	15%	29	-1%	2%
COc1ccc(N(CC(=O)Nc2cccc3ccccc23)S(C)(=O)=O)cc1	-3%	2%	12%	5%	8%	14%	17%	2%	2	-11%	-8%
CN1C2CCC1/C(=C/c1cccn1C)C(=O)/C2=C\c1cccn1C	4%	?	-2%	-1%	?	-10%	5%	-13%	5	1%	8%
Cc1ccc(Cl)cc1N1CCN(C(=O)Cn2ccc3ccccc3c2=O)CC1	7%	?	-5%	-10%	-2%	9%	32%	9%	3	0%	-7%
CSCC[C@H](NC(=O)C1CCC(CNC(=O)[C@@H]2CCCN2C(=O)OC(C)(C)C)CC1)C(=O)O (stereo partly specified)	8%	22%	0%	0%	-9%	-13%	0%	0%	17	-1%	.

Bioassay records as filed in PubChem BioAssay.
